# CHRM1 agonist: agonists of human M1 muscarinic receptor; P11229; CHO-K1 hM1, Fluo-8 calcium fluorescence, agonist mode; 0% DMSO, 100% acetylcholine EC100; activation, % at 3 µM; 0.33% of 360,000 active; AID 588814;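 active means activation above the run's mean compound activation plus 3 SD, cut at about 16% in these data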;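 further: peak over basal fluorescence ratio within a 140 s kinetic read after compound addition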
# Target sequence (P11229 whole entry, looked up): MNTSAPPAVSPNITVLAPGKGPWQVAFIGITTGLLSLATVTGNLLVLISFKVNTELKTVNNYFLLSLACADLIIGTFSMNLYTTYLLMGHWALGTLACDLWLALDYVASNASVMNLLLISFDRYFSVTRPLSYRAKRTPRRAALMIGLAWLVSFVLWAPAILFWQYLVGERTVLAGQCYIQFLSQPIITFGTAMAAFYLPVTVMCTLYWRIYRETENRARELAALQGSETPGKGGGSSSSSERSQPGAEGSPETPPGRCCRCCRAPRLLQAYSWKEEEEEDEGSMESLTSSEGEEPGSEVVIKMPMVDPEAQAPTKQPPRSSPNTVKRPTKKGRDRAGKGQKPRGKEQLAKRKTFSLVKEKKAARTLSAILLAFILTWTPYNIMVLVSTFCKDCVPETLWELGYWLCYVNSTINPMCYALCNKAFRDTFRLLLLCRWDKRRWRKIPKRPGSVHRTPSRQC
# V1R ag counter: counter-screen for oxytocin receptor agonists: human V1a receptor agonists. P37288. CHO-V1R cells, Fluo-8 calcium fluorescence, agonist mode; 0% DMSO, 100% 3 nM vasopressin. activation, % at 3 µM. 0.25% of 320,000 active. AID 2797;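 active means activation above the mean activation of all tested compounds plus 3 SD, per screening run, cut at about 20% in these data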;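 further: signal is peak over basal fluorescence ratio across a 100 second FLIPR read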
# TAAR1 agonist: agonists of human TAAR1. 0.99% of 360,000 active. activation, % at 3 µM. CHO RD-HGA16 TAAR1, Fluo-8 calcium fluorescence; vehicle wells 0%, saturating PEA agonist 100%;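 active means activation above the mean activation of all test compounds in the run plus 3 SD, cut at about 38% in these data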
# Target sequence (Q96RJ0 whole entry, looked up): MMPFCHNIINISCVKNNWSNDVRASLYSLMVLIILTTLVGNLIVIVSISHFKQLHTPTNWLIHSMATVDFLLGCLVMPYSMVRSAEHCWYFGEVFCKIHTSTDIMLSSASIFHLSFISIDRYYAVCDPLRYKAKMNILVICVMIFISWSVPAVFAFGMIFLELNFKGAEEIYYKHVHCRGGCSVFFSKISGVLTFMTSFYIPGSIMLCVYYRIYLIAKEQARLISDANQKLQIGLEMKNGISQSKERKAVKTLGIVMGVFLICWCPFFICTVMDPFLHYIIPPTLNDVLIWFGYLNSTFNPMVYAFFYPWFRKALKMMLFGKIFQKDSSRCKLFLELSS
#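 Assay system: CHO-derived RD-HGA16 cells with stable Gα16 and human TAAR1; timing: 17-24 h seeding, 75 min 37 °C dye, 30 min RT; read-out: % activation from peak over basal fluorescence ratio, DMSO-to-PEA scaled; measured by: kinetic Fluo-8 calcium fluorescence; benchmarks: low control DMSO, high control PEA (EC100); doses: 3 µM single concentration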
# CHO-K1 Ca antag: M1 antagonist counterscreen hit in parental CHO-K1 cells; 0.6% of 360,000 active; AID 602250; inhibition, % at 3 µM; ATP-induced calcium, Fluo-8 fluorescence;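 active means inhibition above a per-plate cutoff, the plate's mean sample inhibition plus 3 SD, cut at about 24% in these data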;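 further: 0% = DMSO plus EC80 ATP and 100% = DMSO alone without ATP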
# TAAR1 antagonist: antagonists of human TAAR1; CHO RD-HGA16 TAAR1, Fluo-8 calcium fluorescence, antagonist; inhibition, % at 3 µM; 1.5% of 360,000 active; AID 624466;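 active means inhibition above a per-plate cutoff, the mean inhibition of test compounds on that plate plus 3 SD, cut at about 49% in these data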;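 further: 0% = DMSO plus EC80 beta-PEA response and 100% = DMSO alone without agonist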
#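 System: CHO RD-HGA16 cells bearing hTAAR1. Reagent: EC80 β-phenethylamine stimulus. Schedule: seeding 17-24 h prior, 75-min 37 °C, 30-min RT dye loading. Signal: Fluo-8 intracellular calcium dye fluorescence, real-time kinetic reads. Read-out: % inhibition from peak post-agonist over basal fluorescence ratio. Benchmarks: vehicle wells and EC80 agonist wells. Replicates: n of 1.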
# OXTR potentiate: potentiators of human oxytocin receptor. P30559. CHO-OTR cells, Fluo-8 calcium fluorescence, potentiator mode; 0% = oxytocin EC15, 100% = EC100. activation, % at 3 µM. 0.061% of 320,000 active;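 active means activation above that plate's cutoff, the mean activation of tested compounds plus 3 SD, cut at about 6.6% in these data, passing the limit was not always enough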;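 further: 100% uses oxytocin at 75 nM as the full agonist control; some results filed as inactive read as strong as hits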
#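 Material: human OTR in CHO cells. Compound: 3.0 µM, one dose. Timing: compound 6 min at room temperature before oxytocin, 100 s read. Evaluation: % activation of max/min ratio relative to oxytocin controls. Replication: single well per compound, singlicate. Signal: Fluo-8 calcium dye fluorescence.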
# M1 ag parental: counter-screen for M1 agonists: effect in parental CHO-K1 cells; Fluo-8 calcium fluorescence; scaled to maximal ATP response, vehicle zero; 0.48% of 360,000 active; activation, % at 3 µM; in the data active means activation above about 15%;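 further: untransfected CHO-K1 host cells lacking M1 receptor as counterscreen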
# M1 PAM parental: M1 PAM counterscreen hit in parental CHO-K1 cells; 0.02% of 360,000 active; activation, % at 3 µM; ATP EC20, Fluo-8 calcium fluorescence; 0% at ATP EC20, 100% at ATP max;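 active means activation above the run cutoff, the mean activation of all test compounds plus 3 SD, cut at about 40% in these data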;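 further: peak over basal fluorescence ratio in a 140 s read after ATP addition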
# CHO parental Ca: counter-screen for OX1R antagonists: effect in parental CHO cells. parental CHO-K1, ATP-induced calcium, Fluo-8 fluorescence. inhibition, % at 5.6 µM. 0.63% of 330,000 active. AID 463079;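 active means inhibition above that plate's mean sample inhibition plus 3 SD, cut at about 26% in these data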;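 further: 0% = ATP-challenged DMSO wells and 100% = DMSO wells without ATP; some compounds past the cut are filed as inactive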
#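 Test system: untransfected parental CHO cell line; also added: ATP stimulus; dosing: 5.6 µM, single dose; signal: calcium-sensitive Fluo-8 fluorescence; measure: percent inhibition of ATP-evoked calcium rise, normalized to controls; benchmarks: low control ATP plus DMSO, high control DMSO only; replication: one well per compound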
# Numbers without * were called inactive; x = no result given. The order is random. About 3.3% of those tested had a hit in this group.
SMILES,CHRM1 agonist,V1R ag counter,TAAR1 agonist,CHO-K1 Ca antag,TAAR1 antagonist,OXTR potentiate,M1 ag parental,M1 PAM parental,CHO parental Ca
COC(=O)C1=C[C@@H](C(=O)OC)C2C3=C(C(=O)C24CCCCC4)[C@H](C)n2c(=O)n(C)c(=O)n2[C@@H]3C1 (some centres undefined),-3,0.2,9,-11,-3,0,0.1,8,-13
O=C(Nc1ccc(N2CCOCC2)c(Cl)c1)c1ccc(F)cc1,-1,2.6,14,3,63*,2,7.1,-6,-11
Cc1oc(C)c(C(=O)Nc2ccc(CC(=O)O)cc2)c1C(=O)Nc1ccc(CC(=O)O)cc1,-2,1.2,9,-8,3,2,-0.2,7,-6
O=C1Nc2ccc(Br)cc2C1(O)c1ccc(F)cc1 (centres undefined),-7,2.0,4,8,-9,-19,1.7,-12,-12
CCOC(=O)c1ccc(NC(=O)COc2ccccc2CNCCO)cc1,-6,0.8,5,-14,2,1,3.0,11,-26
Cc1cccc(Cc2cnc(NC(=O)CN3C(=O)/C(=C/c4ccccc4)SC3=S)s2)c1,-2,-0.2,1,1,-2,-13,0.2,12,-22
COc1ccc(CN2C(=O)C3C4C=CC(C4)C3C2=O)cc1 (centres undefined),-6,0.8,11,-13,6,0,1.7,25,-11
c1ccc(CCC2Cc3ccccc3N2)cc1 (centres undefined),-7,-1.6,-2,-9,12,3,0.2,-12,-12
CCc1nc2ccc(C(=O)N3CCN(C)CC3)cn2c1N(C)CCCc1ccccc1,-8,x,3,-14,-4,x,1.8,14,x
N#Cc1ccc2[nH]cc(CCO)c2c1,-3,1.7,8,-18,-2,-3,0.4,9,-4
Cc1ccc(NC(=O)CCS(=O)(=O)c2cccc3nonc23)cc1Cl,0,5.2,3,-2,15,-12,0.9,-10,-3
COc1ccc(-c2cc(C(=O)N(C)CC(=O)Nc3cccc(F)c3)c3ccccc3n2)cc1,-4,0.7,8,14,82*,-12,4.5,-18,-1

# Part of the list above in order of formula weight, largest number first:
SMILES,CHRM1 agonist,V1R ag counter,TAAR1 agonist,CHO-K1 Ca antag,TAAR1 antagonist,OXTR potentiate,M1 ag parental,M1 PAM parental,CHO parental Ca
Cc1ccc(NC(=O)CCS(=O)(=O)c2cccc3nonc23)cc1Cl,0,5.2,3,-2,15,-12,0.9,-10,-3
COc1ccc(CN2C(=O)C3C4C=CC(C4)C3C2=O)cc1 (centres undefined),-6,0.8,11,-13,6,0,1.7,25,-11
N#Cc1ccc2[nH]cc(CCO)c2c1,-3,1.7,8,-18,-2,-3,0.4,9,-4

# Later entries.
SMILES,CHRM1 agonist,V1R ag counter,TAAR1 agonist,CHO-K1 Ca antag,TAAR1 antagonist,OXTR potentiate,M1 ag parental,M1 PAM parental,CHO parental Ca
CN=C1S/C(=C/c2cn(CC(=O)OC)c3ccccc23)C(=O)N1C,-7,-0.6,1,-9,-19,-5,0.0,-1,-22
CCO[C@@H]1OC(C(=O)N2CCN(Cc3ccc4c(c3)OCO4)CC2)=C[C@H](C2CCCCC2)[C@H]1CCCO,-5,0.3,15,-10,67*,-5,5.3,11,-20
COc1ccc(C(=O)OC(C)C(=O)NC2CCCCC2C)cc1S(=O)(=O)N1CCOCC1 (centres undefined),0,0.6,-1,-7,-1,-1,0.3,0,-7
CCC1NC(=O)c2cccnc2-n2c1nc1ccc(OC)cc1c2=O (centres undefined),-4,x,3,-6,-17,x,0.5,19,x
COc1ccccc1NC(=O)NCCN1CCN(C(=O)Nc2ccccc2OC)CC1,-4,0.1,2,1,9,-10,0.0,-15,-7
O=C(O)c1ccc(NC(=O)c2ccc(COc3ccc(Cl)cc3)o2)cc1,-5,x,11,4,35,x,8.6,15,x
COc1ccccc1OCC(=O)/C=C1/N(C)c2ccccc2C1(C)C,-5,1.2,4,-2,25,-6,7.7,6,-2
CCCc1cc(=O)[nH]c(SCC(=O)NC2(C#N)CCCCC2)n1,-3,0.7,1,-9,-14,-2,0.2,23,-15
COc1ccccc1NC(=O)C1CCCN(S(=O)(=O)c2c(C)noc2C)C1 (centres undefined),-3,4.3,0,-15,-13,4,2.0,12,-12
COc1ccc(-c2csc(NC(=O)c3nc(-c4ccccc4)oc3C)n2)cc1,2,1.1,6,31*,-9,-5,-0.3,-5,-7
O=C(CSc1nnc(Cn2nnc3ccccc32)o1)N(Cc1ccc(Cl)cc1)c1ccccc1,1,7.7,18,19,29,-12,3.4,-1,66*
O=C(COc1cccc(NC(=O)c2ccco2)c1)c1ccc(F)cc1,-2,1.5,11,4,10,-11,2.8,8,-28
CCOC(=O)N1CCN(C(=O)c2ccc3c(c2)N(Cc2cccc(Cl)c2)C(=O)c2ccccc2S3=O)CC1 (centres undefined),-5,3.3,2,-16,-37,-13,1.6,14,-22
COc1ccc(S(=O)(=O)NCc2ccccn2)cc1,-2,-0.2,4,-12,0,1,0.2,8,-9
CCCCn1nc(C(=O)Nc2ccc3c(c2)OCCO3)c2ccccc2c1=O,-5,-0.8,-1,-13,30,2,0.5,3,-37
CN1CCN(C(=O)/C(=C\c2cccs2)NC(=O)c2ccco2)CC1,-8,0.6,1,0,-12,-4,0.0,10,4
CN1CCN(C2=C(Cl)C(=O)c3ccccc3C2=O)CC1,-6,x,4,-1,18,x,0.3,7,x
CCCCc1c(O)nc(SCC(=O)Nc2ccc3c(c2)CCC3)[nH]c1=O,-2,-0.4,3,-8,-3,2,0.1,10,-13
COc1ccc(CNC(=O)Cn2nc([N+](=O)[O-])cc2C)cc1,-7,-0.4,0,-5,2,1,-0.1,10,1
COc1ccc(CCNS(=O)(=O)c2ccc3c(c2)NC(=O)CS3)cc1OC,-3,1.7,2,-14,-14,-8,2.0,13,-4
COc1cc(OC)c(C(=O)OC(C)C(=O)NCc2ccc3c(c2)OCO3)cc1OC (centres undefined),-2,0.0,3,-4,6,-5,-0.1,11,-16
O=c1c2c(nc3c(-c4ccc(Cl)cc4)c[nH]n13)CCC2,-1,-1.3,1,-4,-1,5,-0.1,18,-12
CCN1CCN(c2cc(C)c3cc(NC(=S)N4CCCC(C)C4)ccc3n2)CC1 (centres undefined),-6,0.1,2,-4,-17,-4,0.3,1,-9
C[C@@H]1COC(=O)[C@H](CC(=O)OC(C)(C)C)C/C=C\C[C@H](CC(=O)N(CCO)Cc2ccccc2)C(=O)N1,0,-0.3,5,2,17,-4,0.3,8,9
CCCN(CCC)c1nc(NC2CCN(C(=O)OCC)CC2)nc(OC)n1,2,-1.1,22,11,3,-4,0.1,5,-14
NC(Cc1ccc(Cl)cc1)c1csc(NC(=O)Nc2ccccc2)n1 (centres undefined),4,x,28,10,38,x,3.8,1,x
COc1ccc(CN2C(=O)c3ccccc3C(/C=N\OCc3ccc(C)cc3)C2=O)cc1 (centres undefined),-3,0.2,14,-13,25,-11,1.1,18,-16
CN(C)c1ccc(-c2nnn(Cc3ccccc3Br)n2)cc1,-7,0.2,13,-3,2,-11,0.2,9,5
C=CCc1cccc2cc(C(=O)Nc3ccccc3C(=O)O)c(=O)oc12,0,x,-1,5,-29,x,1.4,9,x
CC(C)c1nnc(NC(=O)CCC(=O)NC2CC2)s1,-2,1.5,6,-5,-16,2,0.2,-7,0
C[C@@H](NC(=O)Cn1ccc(N)nc1=O)c1cccc2ccccc12,-2,0.4,3,-12,1,-1,0.5,25,-14
CCCS(=O)(=O)Nc1c(C(=O)O)[nH]c2ccccc12,-2,-0.2,7,-13,4,-22,0.1,17,0
Cc1ccc(C(=O)N2CCCC(C(=O)c3cc(F)ccc3F)C2)s1 (centres undefined),-7,-0.9,3,0,-12,-8,0.1,-4,-13
CCSc1nnc(-c2ccc(Cl)cc2)c2ccccc12,3,-1.4,7,2,1,3,1.9,16,-5
CC(C)[C@H](NC(=O)c1ccccc1)C(=O)OCC(=O)c1c(N)n(C)c(=O)n(C)c1=O,-2,0.5,1,0,15,-5,0.7,-16,-17
Cc1ccc(N2C(=O)[C@@H]3C(C(=O)CCN4C(=O)c5ccccc5C4=O)=NN[C@@H]3C2=O)cc1,-5,-0.3,7,0,-11,-6,-0.3,0,-24
COc1cc(NC(=O)SC2=NCCS2)cc(OC)c1,2,x,2,-9,12,x,4.7,5,x
COc1ccc(NC(=O)N(C)C[C@H]2OCc3cnnn3CCCC(=O)N([C@H](C)CO)C[C@@H]2C)cc1,0,x,1,1,-12,x,-0.2,3,x
COc1ccc(CCNC(=O)CCCOc2ccc(Cl)cc2)cc1OC,3,5.8,1,-7,9,-7,4.0,15,-10
CCN(CC)S(=O)(=O)c1cc(NC(=O)COC(=O)CCC(=O)c2cccs2)ccc1C,-7,3.5,11,-2,7,-4,5.2,13,-1
Cc1ccc(NC(=S)N2CC(C)OC(C)C2)cc1C (centres undefined),-1,x,30,1,-5,x,2.3,10,x
COc1ccc(OC)c(N(C(=O)c2snc(C(N)=O)c2N)C(C(=O)NCc2ccccc2)c2ccc(O)cc2)c1 (centres undefined),-2,1.0,3,-6,7,-20,0.9,5,-22
CCOC(=O)c1csc(NC(=O)c2ccc(OC)c(OC)c2)n1,0,1.2,7,-2,-6,-2,2.2,5,-7
CCN(c1ccccc1)S(=O)(=O)c1ccc(C(=O)Nc2ccc(C)cn2)cc1,-1,-0.6,0,0,-36,-6,0.0,-22,-15
COc1cccc(CNc2ccc(Br)cn2)c1O,-3,0.6,1,5,-13,3,0.4,-3,-13
CCCNC(=O)CCCCn1c(=S)[nH]c2c([nH]c3ccc(OC)cc32)c1=O,-5,-0.6,10,-6,-4,7,0.5,20,-2
Cc1cc(C(C)c2ccccc2)c(O)c(CN2CCOCC2)c1C (centres undefined),-3,-1.5,12,-11,6,-18,0.0,3,0
COc1ccc(NC(=O)C2=CC(c3ccc(C)cc3)=NS(=O)(=O)N2C)cc1,0,8.9,3,1,6,-6,6.1,17,1
CCOC(=O)c1nc2nc(C)cc(=O)n2[nH]1,-3,0.1,12,9,-7,4,0.3,-4,-12
c1ccc(SCc2cn3cccnc3n2)nc1,-4,-0.5,6,-14,8,0,1.3,17,-3
COc1ccc(/C=C/C(=O)Nc2ccccc2C(N)=O)cc1S(=O)(=O)N1CCOCC1,0,x,4,0,22,x,1.2,6,x
O=C(CSc1ccc2ccccc2c1)Nn1cnnc1,-2,0.1,8,-4,8,-6,0.7,10,-10

# Assay outcomes from PubChem.
